From PubChem
Cardio protect = myocardial damage modulation in H9c2 cells; 360,000 compounds, 0.63% hits; H9c2 cardiomyocytes, H2O2 injury protection, ATPLite, 2 h; AID 588492; protection from H2O2 cell death, % at 20 µM;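 active means compounds giving at least 50% protection of heart cells from peroxide-induced death in the single-dose screen, raw or plate-pattern-corrected value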;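 further: 0% = DMSO wells with peroxide and 100% = DMSO wells without peroxide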
PDI inh = blocks human protein disulfide isomerase activity; P07237; PDI insulin aggregation turbidity, A650, 90 min; inhibition, % at 10 µM; 350,000 compounds, 0.052% hits;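 active means mean inhibition across replicates of 30% or more, whatever share of single replicates reach that level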;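 further: absorbance from insulin aggregation driven by PDI reduction with DTT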
Target sequence (P07237 whole entry, looked up): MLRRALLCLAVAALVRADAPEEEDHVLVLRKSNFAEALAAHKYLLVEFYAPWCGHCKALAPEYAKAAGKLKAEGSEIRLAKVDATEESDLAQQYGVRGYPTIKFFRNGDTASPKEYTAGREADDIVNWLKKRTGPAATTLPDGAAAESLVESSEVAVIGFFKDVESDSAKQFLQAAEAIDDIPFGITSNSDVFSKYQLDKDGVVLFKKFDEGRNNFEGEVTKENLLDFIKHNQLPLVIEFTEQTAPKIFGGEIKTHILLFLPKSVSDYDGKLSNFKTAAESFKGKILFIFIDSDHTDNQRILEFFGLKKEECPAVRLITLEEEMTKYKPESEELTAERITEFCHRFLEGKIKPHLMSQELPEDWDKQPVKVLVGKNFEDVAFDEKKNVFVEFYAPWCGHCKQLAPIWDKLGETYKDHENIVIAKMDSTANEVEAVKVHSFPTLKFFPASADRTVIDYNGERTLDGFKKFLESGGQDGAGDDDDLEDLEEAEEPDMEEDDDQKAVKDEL
NR2E3 ag-1 = activates human NR2E3 receptor | Q9Y5X4 | 360,000 compounds, 0.35% hits | inhibition of corepressor binding, % at 3.98 µM | AID 602229 | CHO-S Gal4-NCOR/VP16-NR2E3 two-hybrid, luciferase;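 active means inhibition above the mean of all tested compounds plus 3 SD, cut at about 70% in these data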;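 further: 0% = DMSO with NR2E3 transfected cells and 100% = cells lacking NR2E3 construct; higher means lower luciferase signal from less NR2E3 corepressor binding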
TRPM1 prom inh = MITF TRPM1 promoter inhibition in SK-MEL-5 cells | SK-MEL-5 TRPM1 promoter luciferase, 24 h | inhibition, % at 12.5 µM | AID 488899 | 330,000 compounds, 0.83% hits;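 active means mean inhibition across replicates of 60% or more, whatever share of single replicates reaches that level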; further: values of inactives mirror those of a sister screen read the other way
NR2E3 ag-2 = agonists of human nuclear receptor NR2E3; Q9Y5X4; GST-NR2E3/biotin-RetCOR TR-FRET, 1536-well; inhibition of corepressor binding, % at 4.78 µM; 320,000 compounds, 0.12% hits; AID 2300;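 active means percent inhibition above the cutoff of mean plus 3 SD of all tested compounds, set per screening campaign, cut at about 20% in these data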;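 further: 0% = DMSO wells and 100% = biotin wells as full block of FRET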
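System: GST-NR2E3 and biotin-RetCOR proteins; probe or stimulus: 7 nM biotin-RetCOR; doses: compound at 4.8 µM, single dose; schedule: Compound–protein incubation for 5 h at 4 °C; detection: time-resolved FRET; read-out: percent inhibition; controls: biotin wells as high control, 0.6% DMSO wells as low control; format: 1536-well plates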
CaV13 ICDI inh = Primary screen for inhibitors of IQ motif and Ca2+-dependent inactivation inhibitor domain binding in CACNA1D, Förster resonance energy transfer in living cells, … | HEK cells, CFP/YFP FRET ICDI-IQ, plate reader, 10 min; percent FRET-ratio fall versus neutral wells | inhibition, % at 12.3 µM | 340,000 compounds, 0.098% hits;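 active means mean replicate inhibition of at least 30% and at least 1% of replicates passing that level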;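 further: 0% = median of the neutral control wells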
HIF-2a block = HIF-2a inhibition; 786-0 RCC cells HIF-2a reporter, luciferase luminescence, overnight; inhibition, % at 18.8 µM; 360,000 compounds, 0.72% hits; AID 624352;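 active means inhibition of the luminescence signal of 40% or more relative to plate controls, in a single-dose primary screen at 18.75 µM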
Peg3 prom inh = Peg3 promoter activity inhibition; inhibition, % at 20 µM; 360,000 compounds, 1.7% hits; HeLa PEG-Prom luciferase reporter, luminescence, overnight;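 active means inhibition of at least 50% at 20 µM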
HTR2A ag = activates the mouse 5-HT2A serotonin receptor; P35363; CHO-K1 mHTR2A beta-arrestin complementation, luminescence; percent of 30 µM serotonin response; activation, % at 7.6 µM; 360,000 compounds, 0.66% hits; AID 624169;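 active means activation above a run cutoff, the mean activation of all tested compounds plus 3 SD, cut at about 14% in these data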;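 further: 0% = plate median of compound wells and 100% = 30 µM serotonin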
Target sequence (P35363 whole entry, looked up): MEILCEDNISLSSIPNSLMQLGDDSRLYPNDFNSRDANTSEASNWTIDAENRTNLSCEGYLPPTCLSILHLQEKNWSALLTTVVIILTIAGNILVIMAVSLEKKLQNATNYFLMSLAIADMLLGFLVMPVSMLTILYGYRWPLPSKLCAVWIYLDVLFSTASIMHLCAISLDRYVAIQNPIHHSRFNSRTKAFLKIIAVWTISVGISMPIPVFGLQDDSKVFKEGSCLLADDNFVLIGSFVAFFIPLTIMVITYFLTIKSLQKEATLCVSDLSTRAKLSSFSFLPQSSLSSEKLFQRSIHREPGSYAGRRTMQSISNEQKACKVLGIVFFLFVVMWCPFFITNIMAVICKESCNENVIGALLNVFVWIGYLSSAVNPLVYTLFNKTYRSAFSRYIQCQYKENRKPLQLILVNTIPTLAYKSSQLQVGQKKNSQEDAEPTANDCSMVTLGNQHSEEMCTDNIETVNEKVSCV
hiPSC survival = hiPSC single-cell survival enhancement; ATPlite luminescence; 100% = ROCK inhibitor wells, 0% = DMSO; AID 602274; survival enhancement, % at 20 µM; 360,000 compounds, 0.044% hits; in the data active means survival enhancement above about 18%;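 further: cells exposed to compounds for 16 hours before the ATP read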
Shn3 3UTR inh = inhibitors of Schnurri-3 3'UTR reporter in osteoblasts; Clone20 osteoblast Shn3 3'UTR firefly luciferase, 24 h; inhibition, % at 12.5 µM; 360,000 compounds, 0.52% hits; AID 588674;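 active means mean inhibition of at least 75% with every replicate also reaching 75%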;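 further: 0% = median of neutral control wells and 100% = pilot-screen positive control compound; some compounds past the cut are filed as inactive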
The depositor's hits bear a star; / = no result given.

compound	NR2E3 ag-2	HTR2A ag	HIF-2a block	Cardio protect	hiPSC survival	Shn3 3UTR inh	CaV13 ICDI inh	PDI inh	NR2E3 ag-1	Peg3 prom inh	TRPM1 prom inh
CC(=O)Oc1ccc(NC(=O)Cc2ccccc2)c(C(=O)O)c1	7.8	5.0	13.4	6.8	0.7	-4.3	-4.2	6.2	-0.9	-0.7	-3.6
CCOC(=O)c1cc(C)n(Cc2ccc(OCC)c(OC)c2)c1C	0.9	-2.1	5.6	-3.9	-0.7	15.5	-8.9	14.0	3.6	10.4	7.6
CC(NC(=O)C1CCN(S(=O)(=O)c2cccs2)CC1)c1cccc(Cl)c1 (stereo unspecified)	2.2	5.2	-3.8	7.3	0.1	-28.3	-18.0	1.6	9.0	4.0	14.1
N/C(=N\OC(=O)CCc1ccccc1)c1cccc(Br)c1	0.0	8.3	-43.5	-6.3	1.8	-13.9	-4.9	3.2	-5.3	-23.1	-5.6
O=C(CCCCCN1C(=O)[C@@H]2Cc3ccccc3CN2C1=O)N[C@@H](Cc1ccc(O)cc1)C(=O)O	-1.0	7.0	0.9	-1.3	0.8	10.9	/	/	-4.9	19.0	2.9
CCOC(=O)C1CCN(C(=O)CCCn2c(=O)c3cccn3c3cccnc32)CC1	5.3	5.3	9.5	5.3	-0.3	-3.4	-6.6	-9.4	-30.9	6.0	0.0
FC(F)(F)c1cc(CCN2CCNC[C@@H]2c2ccccc2)cc(C(F)(F)F)c1	/	1.9	-4.8	-9.9	-1.5	-43.7	-10.9	2.5	-26.2	14.8	/
CCCCN(CC)CCNC(=O)c1cc2c(=O)n(C)c3ccccc3c2s1	3.8	-7.4	-10.9	-9.0	0.3	-72.8	-5.8	-6.0	10.1	-5.0	-12.8
O=C(COC(=O)c1ccccc1Cl)Nc1cccc(S(=O)(=O)N2CCCCC2)c1	/	-1.8	8.9	-13.2	1.4	1.0	-5.4	-4.8	-23.2	2.5	/
CCOc1ccc(C(=O)Nc2ccc(S(=O)(=O)N3CCOCC3)cc2)cc1OCC	-2.1	-0.5	7.1	2.4	-3.6	-0.5	/	14.5	-6.1	18.2	-2.5
Oc1ccccc1C=NCC(O)c1ccccc1 (stereo unspecified)	-0.6	1.2	-6.0	5.1	-0.3	-20.4	-4.2	1.4	-21.6	9.4	0.7
Cc1ccc(S(=O)(=O)Oc2ccc(/C=N/NC(=O)c3c(Cl)cnn3C)cc2)cc1	-0.7	-5.6	-4.7	16.1	0.9	-29.8	-4.0	-2.4	11.9	-44.4	-3.7
COc1ccc(/C=C2\Oc3cc(OCC(N)=O)ccc3C2=O)cc1OC	-2.4	3.7	0.3	45.0	0.4	-11.5	-41.0	0.2	-21.3	5.2	-20.1
Cc1ccc(C(CC(=O)O)NC(=O)c2ccc(S(=O)(=O)N3CCCC3)cc2)cc1 (stereo unspecified)	/	1.0	11.2	-1.4	0.5	-3.8	-1.7	-0.6	2.1	-6.9	0.3
CCOc1ccc(CCNC(=O)COC(=O)c2cccc(N(C)C)c2)cc1OCC	0.7	13.1	-150.7	-3.9	-0.2	-86.1	-6.7	8.5	-128.2	-275.5	-41.8
COc1cc(C(=O)Nc2sc(C)c(C)c2C(=O)O)cc(OC)c1OC	-3.6	9.8	12.5	2.6	-1.4	-6.7	-2.8	-3.5	-0.4	-0.3	2.8
CN(C)/C=N/c1sc2c(c1C#N)CCC2	0.3	-1.8	-33.8	3.3	-0.7	-0.1	-9.0	3.5	-18.8	-17.2	-5.3
Cc1ccc(NC(=O)O/N=C/c2ccc(Br)cc2)cc1	0.3	-5.9	-38.4	1.4	-0.6	-12.3	-20.0	-5.9	-62.2	-12.2	-1.7
CC(C)(C)C(=O)Nc1nc2c(s1)COc1ccccc1-2	0.5	-4.0	-155.0	7.6	-2.6	-20.7	-6.3	/	-88.0	-127.6	-53.0
COc1ccc(N2CCN(C(=O)CCCSc3nc4ccccc4[nH]3)CC2)cc1	0.8	0.5	-1.0	2.3	-4.1	16.7	-4.7	1.7	-3.4	-7.6	14.3

Some of the entries so far, field by field.
COc1cc(C(=O)Nc2sc(C)c(C)c2C(=O)O)cc(OC)c1OC
  NR2E3 ag-2: -3.6	HTR2A ag: 9.8	HIF-2a block: 12.5	Cardio protect: 2.6	hiPSC survival: -1.4	Shn3 3UTR inh: -6.7	CaV13 ICDI inh: -2.8	PDI inh: -3.5	NR2E3 ag-1: -0.4	Peg3 prom inh: -0.3	TRPM1 prom inh: 2.8
CN(C)/C=N/c1sc2c(c1C#N)CCC2
  NR2E3 ag-2: 0.3	HTR2A ag: -1.8	HIF-2a block: -33.8	Cardio protect: 3.3	hiPSC survival: -0.7	Shn3 3UTR inh: -0.1	CaV13 ICDI inh: -9.0	PDI inh: 3.5	NR2E3 ag-1: -18.8	Peg3 prom inh: -17.2	TRPM1 prom inh: -5.3

Additional compounds.
compound	NR2E3 ag-2	HTR2A ag	HIF-2a block	Cardio protect	hiPSC survival	Shn3 3UTR inh	CaV13 ICDI inh	PDI inh	NR2E3 ag-1	Peg3 prom inh	TRPM1 prom inh
COC(=O)C(C)Sc1nnc(Cc2cc(=O)[nH]c(=O)[nH]2)n1-c1cccc(OC)c1 (stereo unspecified)	2.1	-4.6	7.4	-1.4	-0.7	-3.0	14.8	9.0	8.5	-6.4	-4.4
COC(=O)[C@H](CC(C)C)NS(=O)(=O)c1ccccc1	3.1	8.7	9.0	16.5	2.1	7.4	-11.3	-0.4	10.3	9.0	4.5
COc1cc([C@H]2[C@@H]3CCCC[C@]3(O)CCN2Cc2ccccc2F)ccc1O	-3.5	-7.2	5.6	-4.0	0.1	14.6	-5.0	7.2	1.9	16.0	2.8
CCn1c(=O)c2c(nc3n2CCS3)n(C)c1=O	1.8	0.7	9.9	7.4	-0.9	-3.5	-1.9	0.4	-14.1	15.4	11.7
CN(C)Cc1c(O)ccc2occ(C(=O)c3ccccc3)c12	5.8	3.3	11.6	-3.5	0.8	-19.3	-3.4	-9.6	-13.8	8.5	-7.0
O=C1NC(c2ccccc2)=C(c2ccccc2)C1=O	-2.6	1.5	8.7	3.8	2.1	8.9	-10.4	-3.0	-2.4	6.1	2.4
OCC[C@H]1C[C@@H](O)[C@H](O)[C@]2(Cc3ccccc3CCO2)O1	-0.9	1.3	17.7	0.9	1.3	-23.3	-9.8	-7.3	-8.6	12.4	5.7
CCCOc1ncnc2c1[nH]c1ccccc12	-2.6	3.1	-111.2	-16.3	-0.1	28.1	-5.5	1.7	10.9	-83.9	11.2
O=C(NNc1ccc(Cl)cc1)c1sccc1Cl	5.3	-1.2	8.8	-1.9	-0.6	-0.6	-15.5	-0.5	-26.9	12.1	13.6
CNc1ccc(/C=C(\C#N)C(=O)Nc2ccccn2)cc1[N+](=O)[O-]	1.0	6.4	-11.7	-2.3	0.9	8.1	-3.3	-1.1	4.5	-18.5	-13.1
CC(C)C[C@@H]1NC(=O)N(CCCn2ccnc2)C1=O	-2.9	-1.9	10.5	15.5	-0.7	6.4	-2.8	-12.0	-1.9	12.6	-4.2
O=c1c2c(n3nnnc3n1Cc1ccccc1)-c1ccccc1CC21CCCC1	1.0	-2.2	12.7	-1.5	2.3	-12.8	-4.5	-7.1	-15.1	19.4	0.8
COc1ccc(NC(=O)CN(C)C(=O)CN2C(=O)NC3(CCCC3)C2=O)cc1	1.3	-3.8	14.9	4.4	0.2	4.0	-5.1	-17.5	-3.7	14.6	-2.2
O=C1CS/C(=N\N=C\c2ccco2)N1c1ccccc1	-6.1	5.6	-47.6	12.6	0.2	-16.5	-2.1	4.4	-6.3	-9.7	-5.2
CCCn1cc(SCC(=O)NC2CCCC2)c2ccccc21	3.0	-4.1	-24.5	-2.2	0.4	-4.5	-2.5	5.5	13.8	-5.7	-6.9
CCN(c1ccccc1)S(=O)(=O)c1ccc(Cl)c(C(=O)NCc2ccco2)c1	4.9	10.8	-7.4	1.7	-1.9	2.6	-2.0	0.3	-10.0	5.2	0.7
CCN(CC)CC(O)COC(c1ccccc1)c1ccccc1 (stereo unspecified)	-2.4	-7.4	1.2	2.3	-0.5	7.9	-5.3	-1.1	-34.7	2.1	-7.6
CN(C(=O)CSc1nnc(-c2ccco2)n1N)C1CCCCC1	-1.2	-3.8	8.4	10.9	-1.2	12.7	-1.1	5.3	-7.6	6.0	-3.1
COc1ccccc1C(=O)NCCC(=O)NCC(c1ccco1)N1CCCC1 (stereo unspecified)	0.8	0.6	4.5	-0.8	-0.5	7.7	-17.6	5.5	0.6	5.1	/
CCOC(=O)C(Cc1ccc(NC(=O)/C(=C/c2ccc(OC(C)=O)cc2)NC(C)=O)cc1)N1C(=O)c2ccccc2C1=O (stereo unspecified)	6.3	-3.3	9.6	59.4*	-0.7	-1.0	-5.2	-2.8	3.5	-10.0	4.5
O=C(NCCc1ccccc1)c1ccccc1F	3.3	6.7	-105.2	-4.5	-1.9	-29.2	0.3	-1.9	-108.5	-77.0	-45.6
CC(C)c1ccc(N(CC(=O)NCCc2ccccc2)C(=O)c2csnn2)cc1	-3.7	-4.8	-29.6	3.3	-0.3	1.6	-2.5	2.8	-73.5	-10.6	8.9
CS(=O)(=O)N1Cc2ccccc2CC1C(=O)Nc1ccccc1C(N)=O (stereo unspecified)	5.2	0.7	-50.9	-0.6	-1.2	-44.6	-4.6	-5.2	2.4	-3.6	24.3
Cc1ccc([C@@H]2CC=C(C(=O)O)[C@H](c3ccc(F)cc3)N2S(=O)(=O)c2ccccc2C)cc1	/	-2.1	12.6	4.9	-1.0	-13.8	-3.5	2.5	-14.5	12.1	6.3
C=CCn1c(NC(=O)CC)c(C(=O)OCC)sc1=S	0.7	0.3	5.8	2.5	0.5	8.9	-3.9	-1.5	-5.5	3.0	4.7

Hits appear at their usual frequency; any-hit rate near 3.9%.
